AddAB inh – less growth of phage-infected E. coli with AddAB; E. coli expressing H. pylori AddAB, absorbance growth; inhibition, % at 11.9 µM; hit rate 0.29% among 330,000; in the data active means inhibition above about 12%;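 further: 0% = vehicle wells of infected cells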
OPRM1-OPRD1 inv – inverse agonists of human mu-delta opioid receptor heterodimerization | P35372+P41143 | hit rate 0.21% among 340,000 | cell-based MOR-DOR heterodimer luminescence, inverse agonism | AID 504357 | inhibition, % at 9.3 µM; in the data active means inhibition above about 22%, passing the limit was not always enough;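 further: 0% = cells with DMSO and 100% = wells without cells with DMSO; values of inactives mirror those of a sister screen read the other way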
E coli growth – bacterial growth inhibition, counter-screen for AddAB inhibitors | E. coli V3065 growth, OD600 absorbance, 18 h | inhibition, % at 11.9 µM | hit rate 0.27% among 330,000;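 active means inhibition above the campaign's mean inhibition across all tested compounds plus 3 SD, cut at about 9.9% in these data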;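 further: uninfected addAB+ strain grown without phage in ampicillin broth; 0% = DMSO wells and 100% = ciprofloxacin 0.95 µg/ml wells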
PKA-R1A act – activators of PKA-R1A complex; P00514+P68181; PKA-R1A dissociation, Cy5-IP20 fluorescence polarization; scaled: DMSO 0%, 113 µM cGMP 100%; activation, % at 11.4 µM; hit rate 0.083% among 340,000; AID 504707;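 active means percent activation above the mean of all tested compounds plus 3 SD, cut at about 19% in these data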;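 further: higher means more PKAc released from R1A so a rise in polarization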
Arrestin-AP2 inh – blocks beta-arrestin peptide binding to AP2 adaptin | inhibition, % at 10 µM | FITC-arrestin peptide / GST-AP2 beads, flow cytometry; AP2 beta2 appendage carries R879A mutation | hit rate 0.31% among 340,000;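 active means inhibition above a set limit, near 3 SD of compounds lacking own fluorescence, cut at about 54% in these data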;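 further: plate controls were DMSO wells for no effect and 5 µM unlabelled arrestin peptide for full effect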
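Material – AP2 appendage R879A on GSH beads · Buffer or medium – PBS with 0.05% Tween 20 and 0.1% BSA · Probe or stimulus – fluorescein-tagged arrestin peptide at 50 nM final · Incubation – compound with beads 12 min RT, then probe 1 h RT · Detection – high-throughput flow cytometry of beads, ex 488, em 535 nm · Evaluation – percent response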
SUMO Mot1 rescue – blocks SUMOylation pathway, rescuing yeast Mot1-301 growth. S. cerevisiae Mot1-301 growth rescue, ATP luminescence, 38.5C; percent above DMSO median, 100 means doubled. growth rescue, % at 18.8 µM. hit rate 1% among 320,000. AID 2716;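 active means every valid replicate shows activation above 250% relative to neutral control wells; inactive means the rest, any valid replicate at or below 250%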;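 further: OY570 slx delta 5 strain wells were the positive control but not used for scaling; some compounds called inactive have numbers as strong as hits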
Pemphigus Ab inh – blocks pemphigus antibody binding to human desmoglein-3; DSG3-coupled beads, scFv-anti-DSG3-GFP binding, flow cytometry; hits give low values; binding (percent of control), % at 10 µM; hit rate 0.48% among 310,000; AID 588358;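 active means binding more than 3 SD below its plate's average and above zero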;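 further: hits lower antibody fragment binding to DSG3; some compounds called inactive have numbers as strong as hits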
Target sequence (P32926 whole entry, looked up, the tested form may be a part): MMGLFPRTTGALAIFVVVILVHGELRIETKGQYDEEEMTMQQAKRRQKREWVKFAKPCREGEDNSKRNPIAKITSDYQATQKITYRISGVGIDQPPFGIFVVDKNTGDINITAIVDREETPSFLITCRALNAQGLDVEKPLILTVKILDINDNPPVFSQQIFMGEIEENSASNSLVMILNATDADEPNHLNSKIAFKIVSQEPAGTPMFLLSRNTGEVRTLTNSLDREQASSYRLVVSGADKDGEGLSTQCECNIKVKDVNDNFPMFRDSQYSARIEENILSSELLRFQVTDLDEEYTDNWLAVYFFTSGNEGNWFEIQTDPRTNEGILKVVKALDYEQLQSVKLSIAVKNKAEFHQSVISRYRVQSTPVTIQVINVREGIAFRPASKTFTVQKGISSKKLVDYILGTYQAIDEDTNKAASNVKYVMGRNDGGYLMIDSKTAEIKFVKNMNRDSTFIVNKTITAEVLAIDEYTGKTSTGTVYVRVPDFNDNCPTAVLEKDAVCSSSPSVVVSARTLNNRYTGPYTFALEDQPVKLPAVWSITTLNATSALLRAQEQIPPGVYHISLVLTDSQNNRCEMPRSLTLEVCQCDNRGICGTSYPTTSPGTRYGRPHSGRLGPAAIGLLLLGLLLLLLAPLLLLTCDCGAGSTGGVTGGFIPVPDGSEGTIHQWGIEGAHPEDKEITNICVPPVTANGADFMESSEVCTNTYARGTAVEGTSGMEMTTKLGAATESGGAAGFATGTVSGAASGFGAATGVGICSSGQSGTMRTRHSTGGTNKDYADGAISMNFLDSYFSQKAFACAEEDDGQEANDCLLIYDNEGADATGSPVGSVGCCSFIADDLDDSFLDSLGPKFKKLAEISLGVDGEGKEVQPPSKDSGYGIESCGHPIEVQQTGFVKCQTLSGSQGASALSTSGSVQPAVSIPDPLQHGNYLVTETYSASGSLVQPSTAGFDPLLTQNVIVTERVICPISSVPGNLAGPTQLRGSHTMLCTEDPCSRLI
MOR-DOR ag – agonists of human mu-delta opioid receptor heterodimerization; activation, % at 9.3 µM; cells, OPRM1-OPRD1 heterodimerization, luminescence; P35372+P41143; hit rate 0.3% among 340,000; in the data active means activation above about 18%;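 further: 0% = vehicle-treated cells and 100% = reference agonist; values of inactives mirror those of a sister screen read the other way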
phage Ecoli inh – E. coli growth loss with phage present; AID 651602; hit rate 0.26% among 360,000; inhibition, % at 11.9 µM; growth absorbance; in the data active means inhibition above about 11%
Tat transport – E. coli Tat transport inhibition; AID 488895; hit rate 0.036% among 340,000; inhibition, % at 10 µM; E. coli MC4100 TorA-mCherry Tat export, fluorescence;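 active means mean replicate inhibition at least 50% and at least half of replicates individually reaching 50%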;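 further: exported cargo escapes ClpAP degradation while cytoplasmic cargo is degraded and loses fluorescence; 0% = median of neutral control wells and 100% = median of NaSCN control wells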
PfHsp90 set2 – inhibits growth of yeast expressing Plasmodium falciparum Hsp90 | S. cerevisiae expressing PfHsp90, BacTiter-Glo ATP, 48 h; yeast lacking PDR1 and PDR3 efflux regulators | inhibition, % at 9.4 µM | hit rate 0.32% among 310,000;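 active means every replicate shows inhibition above about 80%, whatever the replicate mean, limit read from the data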;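 further: 0% = DMSO neutral controls and 100% = 20 µM radicicol positive controls; yeast relying on Plasmodium falciparum Hsp90 in place of its own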
* hit, by the source's call.

For CC1=C(CC(=O)O)c2cc(F)ccc2C1=Cc1ccc(S(C)(=O)=O)cc1 the results were AddAB inh -0.2, OPRM1-OPRD1 inv 5, E coli growth -1.0, PKA-R1A act 1, Arrestin-AP2 inh 0, SUMO Mot1 rescue 8, Pemphigus Ab inh 112, MOR-DOR ag -0.9, phage Ecoli inh 2.7, Tat transport 2 and PfHsp90 set2 2.
For Cc1ccc(NC(=O)CN2C(=O)N/C(=C/c3ccc(C)s3)C2=O)cc1 the results were AddAB inh -1.7, OPRM1-OPRD1 inv 9, E coli growth -3.5, PKA-R1A act 1, Arrestin-AP2 inh -6, SUMO Mot1 rescue -6, Pemphigus Ab inh 123, MOR-DOR ag -1.7, phage Ecoli inh 1.0, Tat transport -5 and PfHsp90 set2 17.
Cc1cccn2c(=O)c3cc(C(=O)N4CCCC(C)C4)sc3nc12 (stereo unspecified) was read as AddAB inh 2.9, OPRM1-OPRD1 inv 11, E coli growth 0.1, PKA-R1A act -2, Arrestin-AP2 inh -16, SUMO Mot1 rescue 1, MOR-DOR ag -1.7, phage Ecoli inh 0.4, Tat transport 11 and PfHsp90 set2 41.
Cc1cc(C(=O)NC2CCC(C)CC2)c(C)o1 (stereo unspecified) was read as AddAB inh 1.7, OPRM1-OPRD1 inv -7, E coli growth 1.8, PKA-R1A act -1, Arrestin-AP2 inh -1, SUMO Mot1 rescue 2, Pemphigus Ab inh 108, MOR-DOR ag 1.7, phage Ecoli inh 1.2, Tat transport 0 and PfHsp90 set2 -6.
For Cc1ccc2cc(CN(CCN3CCOCC3)Cc3nnnn3Cc3ccco3)c(=O)[nH]c2c1C the results were OPRM1-OPRD1 inv 3, PKA-R1A act -1, Arrestin-AP2 inh -1, Pemphigus Ab inh 110, MOR-DOR ag -0.6, phage Ecoli inh 1.6, Tat transport 7 and PfHsp90 set2 -6.
For CCOC(=O)N1CCN(S(=O)(=O)c2ccc(C(=O)N(CCCN(C)C)c3nc4ccc(Cl)cc4s3)cc2)CC1 the results were AddAB inh 3.4, OPRM1-OPRD1 inv -1, E coli growth 0.0, PKA-R1A act -2, Arrestin-AP2 inh 2, SUMO Mot1 rescue 142, Pemphigus Ab inh 115, MOR-DOR ag 0.1, phage Ecoli inh 2.3, Tat transport -2 and PfHsp90 set2 -7.
Screening COc1ccccc1C(=O)NNC(=O)CCCN1C(=O)/C(=C/c2cccs2)SC1=S returned AddAB inh 1.8, OPRM1-OPRD1 inv 16, E coli growth -1.3, PKA-R1A act -4, Arrestin-AP2 inh -20, SUMO Mot1 rescue 38, Pemphigus Ab inh 101, MOR-DOR ag -3.6, phage Ecoli inh 1.5, Tat transport 3 and PfHsp90 set2 -8.
O=C1CSC(c2ccccc2[N+](=O)[O-])N1c1cccc(F)c1 (stereo unspecified) was read as AddAB inh 6.3, OPRM1-OPRD1 inv -13, E coli growth 2.1, PKA-R1A act 5, Arrestin-AP2 inh 5, SUMO Mot1 rescue 10, Pemphigus Ab inh 102, MOR-DOR ag 2.5, phage Ecoli inh 4.0, Tat transport -2 and PfHsp90 set2 -26.
Screening C1CC1Cc1noc(CN2CCN(C3C4CC5CC(C4)CC3C5)CC2)n1 (stereo unspecified) returned AddAB inh 4.0, OPRM1-OPRD1 inv -7, E coli growth 1.7, PKA-R1A act 2, Arrestin-AP2 inh -3, SUMO Mot1 rescue -19, Pemphigus Ab inh 108, MOR-DOR ag 1.0, phage Ecoli inh 4.3, Tat transport -1 and PfHsp90 set2 11.
`Cc1ccc2cc(NC(=O)Cc3ccccc3)ccc2n1` gave AddAB inh 6.3, E coli growth 2.0, Arrestin-AP2 inh -15, SUMO Mot1 rescue -9, Pemphigus Ab inh 92, phage Ecoli inh 2.8, Tat transport 3 and PfHsp90 set2 -7.
For NC(=O)C1CCN(c2nc(-c3ccc(Br)cc3)cs2)CC1 the results were AddAB inh 2.6, OPRM1-OPRD1 inv 0, E coli growth 0.3, PKA-R1A act -8, Arrestin-AP2 inh -11, SUMO Mot1 rescue 16, Pemphigus Ab inh 58*, MOR-DOR ag 0.0, phage Ecoli inh 3.3, Tat transport 8 and PfHsp90 set2 -77.
Screening NC(=O)c1sc2nnc(-c3ccccc3)c(-c3ccccc3)c2c1N returned AddAB inh -0.2, OPRM1-OPRD1 inv 19, E coli growth -0.6, PKA-R1A act -7, Arrestin-AP2 inh -8, SUMO Mot1 rescue -2, MOR-DOR ag -3.8, phage Ecoli inh 2.5, Tat transport 2 and PfHsp90 set2 31.
Cc1ccc(C)c(NC(=O)CN(C)C(=O)CN2C(=O)C3CCCCC3C2=O)c1 (stereo unspecified) was read as AddAB inh 0.7, OPRM1-OPRD1 inv 2, E coli growth 5.8, PKA-R1A act 7, Arrestin-AP2 inh 14, SUMO Mot1 rescue 0, Pemphigus Ab inh 96, MOR-DOR ag -0.3, phage Ecoli inh 5.2, Tat transport -5 and PfHsp90 set2 7.
COc1ccc(CCC(=O)NC(C)C)cc1 was read as AddAB inh -0.2, OPRM1-OPRD1 inv 7, E coli growth 0.0, PKA-R1A act -6, Arrestin-AP2 inh -10, SUMO Mot1 rescue 5, Pemphigus Ab inh 112, MOR-DOR ag -1.5, phage Ecoli inh 3.9, Tat transport -9 and PfHsp90 set2 5.
Screening COc1ccc(NC(=O)Cn2c3ccccc3c3nc4n(c(=O)c32)CCS4)cc1OC returned AddAB inh 2.5, OPRM1-OPRD1 inv 13, E coli growth 0.5, PKA-R1A act -7, Arrestin-AP2 inh 17, SUMO Mot1 rescue 6, Pemphigus Ab inh 104, MOR-DOR ag -2.5, phage Ecoli inh 0.5, Tat transport 1 and PfHsp90 set2 7.
`CCn1cc(CNC(=O)C2C3CCC(C3)C2C(=O)O)cn1` (stereo unspecified) gave AddAB inh 1.7, OPRM1-OPRD1 inv 14, E coli growth 1.7, PKA-R1A act 1, Arrestin-AP2 inh -1, SUMO Mot1 rescue -16, Pemphigus Ab inh 102, MOR-DOR ag -2.6, phage Ecoli inh 0.9, Tat transport -3 and PfHsp90 set2 3.
`Cc1nc2ccccn2c1C(=O)N/N=C/c1ccccc1` gave AddAB inh 0.8, OPRM1-OPRD1 inv 12, E coli growth -1.6, PKA-R1A act 1, Arrestin-AP2 inh 5, SUMO Mot1 rescue -10, Pemphigus Ab inh 112, MOR-DOR ag -2.5, phage Ecoli inh 1.0, Tat transport 0 and PfHsp90 set2 -8.
Screening CC(=O)Nc1cccc(C(=O)NC(C)c2ccc(S(N)(=O)=O)cc2)c1 (stereo unspecified) returned AddAB inh 1.8, OPRM1-OPRD1 inv 6, E coli growth 2.8, PKA-R1A act -9, Arrestin-AP2 inh 2, SUMO Mot1 rescue 5, Pemphigus Ab inh 105, MOR-DOR ag -1.1, phage Ecoli inh -1.7, Tat transport 1 and PfHsp90 set2 -4.
`O=C(O)c1cc(N2C(=O)C3C4C=CC(C4)C3C2=O)ccc1N1CCOCC1` (stereo unspecified) gave AddAB inh 0.3, OPRM1-OPRD1 inv 5, E coli growth 0.5, PKA-R1A act -4, Arrestin-AP2 inh 19, SUMO Mot1 rescue 5, Pemphigus Ab inh 115, MOR-DOR ag -1.0, phage Ecoli inh -0.9 and Tat transport 2.
For Cc1ccc(C)c(-n2c(N)c(C(N)=O)sc2=S)c1 the results were AddAB inh 1.8, OPRM1-OPRD1 inv 12, E coli growth -3.0, PKA-R1A act 1, Arrestin-AP2 inh -5, SUMO Mot1 rescue -20, Pemphigus Ab inh 98, MOR-DOR ag -1.9, phage Ecoli inh 1.6, Tat transport -4 and PfHsp90 set2 13.
Screening CC(C)(C)n1nnnc1C(c1cccs1)N(Cc1cccnc1)Cc1ccccc1Cl (stereo unspecified) returned AddAB inh 2.3, OPRM1-OPRD1 inv 8, E coli growth 1.0, PKA-R1A act -17, Arrestin-AP2 inh -10, SUMO Mot1 rescue 104, MOR-DOR ag -1.3, phage Ecoli inh 3.2, Tat transport -1 and PfHsp90 set2 -9.
O=C(NCCSCc1ccc(Cl)cc1Cl)c1ccc(CN2CCOCC2)cc1 was read as AddAB inh 2.4, OPRM1-OPRD1 inv -15, E coli growth -1.4, PKA-R1A act -4, Arrestin-AP2 inh 24, SUMO Mot1 rescue 232, Pemphigus Ab inh 80, MOR-DOR ag 2.9, phage Ecoli inh 2.9, Tat transport 0 and PfHsp90 set2 23.
`Cc1nn(CCCNC(=O)C2CCCO2)cc1Br` (stereo unspecified) gave AddAB inh 2.0, OPRM1-OPRD1 inv 0, E coli growth 0.8, PKA-R1A act 2, Arrestin-AP2 inh 5, SUMO Mot1 rescue -2, Pemphigus Ab inh 105, MOR-DOR ag 0.0, phage Ecoli inh 3.1, Tat transport -3 and PfHsp90 set2 -8.
Screening CC(C)Cc1cc(C(=O)Nc2sc3c(c2C#N)CCCC3)no1 returned AddAB inh -1.3, OPRM1-OPRD1 inv -2, E coli growth 2.8, PKA-R1A act -9, Arrestin-AP2 inh 1, SUMO Mot1 rescue -8, Pemphigus Ab inh 95, MOR-DOR ag 0.3, phage Ecoli inh 4.4, Tat transport 17 and PfHsp90 set2 -5.
Screening COc1ccc(S(=O)(=O)N2CC3CCCN3c3ccc(C(F)(F)F)cc32)cc1 (stereo unspecified) returned AddAB inh -2.9, OPRM1-OPRD1 inv -7, E coli growth -2.5, PKA-R1A act -8, Arrestin-AP2 inh 12, SUMO Mot1 rescue 6, Pemphigus Ab inh 103, MOR-DOR ag 1.2, phage Ecoli inh 3.0, Tat transport 2 and PfHsp90 set2 -5.
For Cc1ccc(CNC(=O)CSc2ncccn2)cc1 the results were AddAB inh 0.0, OPRM1-OPRD1 inv 13, E coli growth 0.2, PKA-R1A act -8, Arrestin-AP2 inh -5, SUMO Mot1 rescue -4, MOR-DOR ag -2.7, phage Ecoli inh 0.8, Tat transport 6 and PfHsp90 set2 -3.
Screening Clc1ccc(Nc2ncnc3ccc(Br)cc23)cc1 returned AddAB inh 2.1, OPRM1-OPRD1 inv -33, E coli growth 1.2, PKA-R1A act 2, Arrestin-AP2 inh 7, SUMO Mot1 rescue inactive, Pemphigus Ab inh 127, MOR-DOR ag 7.2, phage Ecoli inh -0.1, Tat transport -3 and PfHsp90 set2 10.
`COc1ccc(/C=C/C(=O)NC(=S)Nc2ccc(Br)cn2)cc1` gave AddAB inh -0.8, OPRM1-OPRD1 inv 9, E coli growth -5.0, PKA-R1A act -13, Arrestin-AP2 inh 35, SUMO Mot1 rescue -1, Pemphigus Ab inh 97, MOR-DOR ag -2.1, phage Ecoli inh 0.2, Tat transport -2 and PfHsp90 set2 -1.

Screens from PubChem.
